Bioassay records from PubChem.
APJ antagonist: antagonists of human apelin receptor APJ, primary screen, CHO-K1 cells, beta-arrestin complementation, luminescence; 330,000 tested, 0.32% active; P35414; AID 2521, 2010; inhibition, % at 20 µM;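 active = inhibition above about 40% at 20 µM, limit read from the data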;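 note: cells challenged with 10 nM apelin-13 agonist together with compound; plate controls were apelin-13 plus DMSO wells for no effect and DMSO wells lacking apelin-13 for full effect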
Target sequence (P35414 whole entry, looked up): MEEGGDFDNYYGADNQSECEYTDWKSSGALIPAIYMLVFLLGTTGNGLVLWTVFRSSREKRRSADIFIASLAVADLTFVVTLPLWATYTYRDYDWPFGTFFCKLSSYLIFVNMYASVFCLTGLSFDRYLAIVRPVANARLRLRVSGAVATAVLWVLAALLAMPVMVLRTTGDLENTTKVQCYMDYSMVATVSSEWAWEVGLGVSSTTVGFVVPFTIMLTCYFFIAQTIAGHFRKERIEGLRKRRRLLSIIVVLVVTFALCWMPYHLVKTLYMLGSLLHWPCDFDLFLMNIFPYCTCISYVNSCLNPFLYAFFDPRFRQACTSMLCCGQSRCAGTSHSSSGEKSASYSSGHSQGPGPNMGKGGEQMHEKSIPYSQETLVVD
tim10-1 inh: growth inhibitors of tim10-1 mutant yeast, primary screen, luminescence, uHTS | S. cerevisiae tim10-1 ts strain growth, BacTiter-Glo, 24 h | inhibition, % at 20 µM | 330,000 tested, 2.2% active | AID 463190, 2010;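 active = inhibition of at least 40%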;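 note: mutant grown at 25 °C; 0% = DMSO wells with yeast and 100% = wells holding no yeast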
TIM10 inh: growth inhibitors of isogenic TIM10 control yeast, primary screen, counter-screen for tim10-1 yeast inhibitor project, luminescence, uHTS; inhibition, % at 10 µM; 330,000 tested, 1.4% active; S. cerevisiae TIM10 strain growth, BacTiter-Glo luminescence, 24 h;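 active = inhibition of 40% or more at the single tested concentration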;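 note: wild-type TIM10 isogenic control strain grown at permissive 25 °C; 0% = DMSO yeast wells and 100% = minimal medium wells without yeast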
UPR CHOP act: activators of apoptotic CHOP UPR arm, primary screen, cell-based, CHO-CHOP luciferase reporter, luminescence, uHTS. 330,000 tested, 0.34% active. AID 449763, 2010. UPR activation; percent of tunicamycin response over DMSO baseline. activation, % at 10 µM;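 active = at 10 µM dose, activation of 40% or more, normalized to positive control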;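 note: 100% = tunicamycin at 10 µg/mL and 0% = DMSO alone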
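Material: CHO-CHOP cells, stable luciferase reporter of PERK-eIF2a-CHOP signalling; quantity: 500 reporter cells seeded per well; buffer or medium: F12 medium containing 10% fetal bovine serum; compound: one dose, 10 µM in 0.5% DMSO; incubation: 6 h compound treatment, 37 °C; measured by: Steady-Glo luciferase luminescence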
UPR XBP1 act: activators of adaptive XBP1 UPR arm, primary screen, cell-based, CHO-XBP1 luciferase reporter, luminescence, uHTS; activation, % at 20 µM; 330,000 tested, 0.33% active; IRE1-XBP1 UPR activation; percent of tunicamycin response, DMSO as zero;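 active = versus positive control, 20 µM dose yields 30% or more activation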;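 note: 100% = tunicamycin at 10 µg/mL and 0% = DMSO only wells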
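Material: CHO-XBP1 cells stably carrying IRE1-XBP1-driven luciferase reporter | Medium: F12 with 10% serum | Compound dosing: 20 µM single concentration, DMSO 1% | Incubation: Overnight seeding at 37 °C, 6 h compound treatment at 37 °C | Detection: Steady-Glo luminescence read | Read-out basis: % activation of reporter signal versus tunicamycin and DMSO controls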
APJ agonist: agonists of human apelin receptor APJ, primary screen, CHO-K1 cells, PathHunter beta-arrestin, luminescence. P35414. 0% DMSO wells, 100% apelin. activation, % at 20 µM. 330,000 tested, 0.11% active. AID 2520, 2010;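 active = activation more than six SD over the plate average, tested at 20 µM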;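 note: 0% = DMSO alone and 100% = apelin-13 at 10 nM; some results filed as inactive read as strong as hits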
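system = engineered CHO-K1 APJ arrestin reporter cells | input = 1000 cells per well | timing = overnight seeding, 90 min compound at 25 °C, 1 h detection | measured by = enzyme-fragment complementation luminescence | read-out = beta-arrestin recruitment to APJ as agonist activity, luminescent signal | control set = negative DMSO alone, positive Apelin-13 at 10 nM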
tim23-1 inh: growth inhibitors of tim23-1 mutant yeast, primary screen, luminescence, uHTS; S. cerevisiae tim23-1 growth, BacTiter-Glo luminescence, 24 h; inhibition, % at 20 µM; 330,000 tested, 1.3% active; AID 463212, 2010;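 active = growth inhibition of the mutant yeast at or above 50%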;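 note: temperature-sensitive mutant grown at 25 °C; plate controls were DMSO-treated mutant yeast for no effect and medium wells lacking yeast for full effect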
Mdm2 MdmX PPI: inhibitors of human Mdm2-MdmX association, primary screen, cell-based, luminescence, split luciferase, SaOS-2, uHTS; Protein Mdm4 (Homo sapiens) + E3 ubiquitin-protein ligase Mdm2 (Homo sapiens), …; SaOS-2 split-luciferase Mdm2/MdmX complementation; inhibition, % at 8 µM; 330,000 tested, 3% active; AID 485346, 2010;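 active = inhibition of at least 50% at 8 µM in the primary screen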
CXCR6 inh: CXCR6 receptor inhibitors, primary screen, cell-based, beta-arrestin, luminescence, CHO-K1 PathHunter, 1536-well. 360,000 tested, 0.36% active. AID 602244, 2012. inhibition, % at 20 µM. C-X-C chemokine receptor type 6 (Homo sapiens), O00574; in the data active = inhibition above about 34%, passing the limit was not always enough;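 note: antagonist mode with CXCL16 agonist at 10 nM final; 0% = 10 nM CXCL16 with DMSO and 100% = unstimulated wells without agonist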
Target sequence (O00574 whole entry, looked up): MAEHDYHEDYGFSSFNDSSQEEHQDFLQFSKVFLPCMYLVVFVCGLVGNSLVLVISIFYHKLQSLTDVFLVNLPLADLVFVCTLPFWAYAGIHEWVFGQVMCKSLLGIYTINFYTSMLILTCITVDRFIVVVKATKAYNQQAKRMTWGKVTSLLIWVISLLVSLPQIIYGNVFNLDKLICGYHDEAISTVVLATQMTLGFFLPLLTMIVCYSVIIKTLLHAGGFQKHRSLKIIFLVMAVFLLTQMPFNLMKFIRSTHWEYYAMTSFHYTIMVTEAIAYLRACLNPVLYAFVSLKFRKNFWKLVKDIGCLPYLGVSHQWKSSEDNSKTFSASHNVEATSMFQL
An asterisk follows results filed as active. This is a subset; count on the stated rates, not on these rows.

mol,CXCR6 inh,Mdm2 MdmX PPI,tim23-1 inh,tim10-1 inh,TIM10 inh,UPR XBP1 act,APJ agonist,APJ antagonist,UPR CHOP act
COc1ccccc1OCc1cc(C(=O)N2CCCC(OCc3cccnc3)C2)no1 (stereo not given),0,-113,18,15,8,2,-4,7,7.7
S=C(Nc1ccc(Nc2ccccc2)cc1)NN1CCOCC1,5,6,-1,2,-12,0,0,10,-0.4
COc1ccc(-c2ccc(C#N)c(OC)n2)cc1,-5,12,-2,-3,-9,-1,-3,0,1.1
CCn1c(SCc2nc(-c3cccs3)no2)nnc1-c1c[nH]c2ccccc12,2,27,-5,3,-24,-3,-1,8,12
Cc1nc2nc(C)c(CCC(=O)O)c(C)n2n1,-8,24,17,16,13,-3,0,12,4.1
O=C(N/C=C/c1ccccc1)Nc1ccc(Cl)cc1,6,19,10,-4,-3,-2,-1,-17,3.6
CCN(CC)S(=O)(=O)c1cccc(C(=O)NN2Cc3ccccc3C2=N)c1,-4,-18,12,11,2,-1,-6,-15,-0.2
CCCc1nnc(NC(=O)CSc2ncn[nH]2)s1,-6,0,-3,0,3,0,-3,4,0.3
C=CCC(C(=O)Oc1c(C(C)(C)C)cc(C)cc1C(C)(C)C)c1ccccc1 (stereo not given),-1,16,-9,-7,-5,-3,-4,9,3.2
CS(=O)(=O)N(CC(=O)N1CCN(c2ccccc2F)CC1)c1cc(C(F)(F)F)ccc1Cl,3,4,19,20,13,-3,5,16,0.4
CC(C)OC(=O)C1C(=O)CC(C)(O)C(C(=O)OC(C)C)C1c1ccc([N+](=O)[O-])cc1 (stereo not given),1,-13,14,15,19,-3,-1,-3,0.3
O=C(NCc1cccs1)c1cc2c(s1)CS(=O)(=O)C2,-4,-9,-9,-16,-1,-1,-5,2,-2.1
O=S(=O)(c1ccccc1)c1nc(Nc2ccccc2N2CCOCC2)sc1Cl,-4,2,36,38,34,-1,0,-9,1.1
COc1ccc(NC(=S)N(CCN(C)C)C(C)c2ccco2)cc1 (stereo not given),11,25,-10,3,-15,-2,-4,-4,-1.0
O=C(c1ccc(=O)oc1)N1CCCc2ccccc21,6,-5,3,-3,9,-8,2,6,0.4
CC(=O)O[C@H]1C2OC(=O)C(C)=C2[C@@H]2OC(=O)[C@]3(CCC4OC41C)OC23 (stereo not given in full),-1,33,29,10,16,-1,1,-59,-0.5
CSc1nc2ncc(C(=O)O)c(N)n2n1,-6,15,-2,8,2,-1,-2,9,-0.1
O=C1CCCc2ccccc2N1,10,1,-2,12,-2,2,-1,10,0.1
CCN(CC)C(=O)c1ccc(S(=O)(=O)c2ccccc2)cc1,0,-2,4,1,6,-4,-3,-1,-2.4
O=C(NNC(=O)C12CC3CC(CC(C3)C1)C2)c1csc(N2CCOCC2)n1,2,14,11,6,13,0,-3,-12,-0.5
COc1ccc(Cc2nnc(NC(=O)C3CC(=O)N(CCc4ccc(F)cc4)C3)s2)cc1OC (stereo not given),1,34,12,2,-5,0,-3,17,2.8
O=C(Nc1ccccc1O)c1cc2cc(Br)ccc2oc1=O,7,19,2,-6,-2,-3,-4,-9,2.7
CCCCNS(=O)(=O)c1ccc2nc(-c3cccnc3)cc(C(=O)NC(C)CC)c2c1 (stereo not given),1,34,-8,-5,6,-3,0,3,-2.6
CCCn1c(C(C)NC(=O)c2ccccc2)n[nH]c1=S (stereo not given),-27,25,-7,-8,-1,0,-4,5,-0.1
Cc1ccccc1-c1nc(CN2CCC(C(=O)NCCN3CCOCC3)CC2)c(C)o1,10,33,2,10,-5,0,-4,11,-0.9
COc1ccc2c(c1)c1ncn(Cc3ccco3)c(=O)c1n2C,-2,14,29,21,15,3,6,11,-2.3
Cc1cccc(CCNS(=O)(=O)c2ccc3c(c2)NC(=O)CS3)c1,4,-1,23,9,1,-11,-1,14,0.2
Cc1cc(OC(=O)C2CC2)c([N+](=O)[O-])c(=O)[nH]1,2,8,13,-4,19,-1,-1,1,-2.9
O=C(N1CCCCC1)C1(S(=O)(=O)c2ccccc2)CC=CC1,-1,7,2,-2,-4,0,-2,-8,-1.7
Clc1ccc(C(Cn2ccnc2)OCc2c(Cl)cccc2Cl)c(Cl)c1 (stereo not given),2,32,42,-45,-61,-6,0,20,1.0
Cc1ccc2c(c1)c1c(n2C)C(=O)CCC1,-1,8,4,-3,-1,1,-4,-16,-0.6
Cc1nc2ccccc2c(=O)n1NCc1cccs1,13,3,4,20,8,2,-1,2,-0.2
Cc1cc(NC(=O)CN2C(=O)NC(C)(c3ccccc3Cl)C2=O)no1 (stereo not given),8,5,2,-8,-2,1,-1,2,1.4
Cc1nc2cc(C(F)(F)F)ccc2n1CCNc1nc(-c2ccc(F)cc2)cs1,-10,8,15,46*,13,2,1,-2,-0.8
O=C(NCCC1CCCCN1S(=O)(=O)c1ccccc1)C(=O)NCCN1CCOCC1 (stereo not given),5,-19,-12,-17,-2,-1,-5,2,1.0
CCSC1=C(C#N)C(c2cccc(OC)c2)CC(=O)N1 (stereo not given),0,1,33,24,7,-2,0,-9,3.4
CCOC(=O)CC1C(=O)NCCN1S(=O)(=O)c1cccc(C(F)(F)F)c1 (stereo not given),0,0,10,10,-6,-1,-3,8,0.2
CCOC(=O)c1ccccc1NC(=O)Cc1c(C(=O)O)n(C)c2ccccc12,-1,-14,19,6,19,-6,-3,5,-0.1
CSc1cccc(-n2c(C)cc(C(N)=O)c2C)c1,0,-7,-14,9,-14,-2,-4,5,-0.1
CCOC(=O)c1cc2oc(C)cc2n1CC(=O)OC1CCCCC1,6,-25,9,-16,-14,-4,-7,17,0.2
COCCNC(=S)NC12CC3CC(CC(C3)C1)C2,4,4,19,31,-1,1,1,10,-0.9
CN(C)S(=O)(=O)c1ccc(NC(=O)c2cccnc2)cc1,6,3,14,22,8,-1,-3,-21,-2.5
COc1ccccc1OCCSc1nc2ccccc2n1CCC(=O)O,2,-26,10,1,3,-5,3,3,0.6
Cc1c(C(=O)Nc2ccncc2)oc2c1C(=O)CC(C)(C)C2,-8,9,16,6,13,1,-5,-16,0.9
O=C(Cc1ccccc1)NCc1ccc2c(c1)OCO2,10,-6,14,-5,-2,-1,0,7,4.8
CCOc1ccccc1NC(=O)CSc1nnnn1-c1ccc(C(=O)OC)cc1,-5,21,12,0,-5,-3,-5,-5,-2.4
COc1ccc(OC)c(S(=O)(=O)Nc2cccc3ccccc23)c1,-2,25,20,22,0,0,2,7,-0.7
N#Cc1ccc(C(=O)Nc2cc(S(=O)(=O)Nc3ccc(Cl)cc3)ccc2N2CCCCC2)cc1,-5,-3,-20,-5,-11,-2,-1,-15,0.2
COc1ccc(S(=O)(=O)NCc2ccc3c(c2)OCO3)cc1C,1,13,19,22,14,0,-3,6,-2.1
CCOc1ccc2oc(=O)cc(C)c2c1,-6,-9,-9,-11,-6,5,1,-2,0.6

Later entries.
mol,CXCR6 inh,Mdm2 MdmX PPI,tim23-1 inh,tim10-1 inh,TIM10 inh,UPR XBP1 act,APJ agonist,APJ antagonist,UPR CHOP act
COc1cc(NC2c3ccccc3C(=O)N2Cc2ccc3c(c2)OCO3)cc(OC)c1 (stereo not given),2,18,15,2,-5,-2,-4,10,1.6
CC(=O)Nc1sc(NC(=O)c2ccc(C)cc2)nc1-c1cccs1,-6,42,4,6,-11,-2,6,-9,2.2
O=C1CC(c2ccccc2)CC(O)=C1C=NCCc1ccccc1 (stereo not given),8,17,9,26,-4,0,0,1,1.1
C=CCN1C(=O)SC(Cc2cccc(OC)c2O)C1=O (stereo not given),-10,2,-1,7,6,-3,-3,-1,-0.2
COc1ccc(-c2nc(-c3ccccc3)ncc2S(C)(=O)=O)cc1,1,-14,6,7,-9,-4,1,10,-0.7
CC1CCN(C(=O)c2ccc(S(=O)(=O)N3CCCC3)cc2)CC1,-4,6,6,-13,1,-2,2,6,-0.3
CC(Oc1ccc2c(-c3ccccc3)cc(=O)oc2c1)C(=O)N1CCOCC1 (stereo not given),-4,-8,-4,3,-6,0,0,2,1.3
COc1cc(OC)cc(C(=O)Nc2ccc3c(c2)n(C)c(=O)n3C)c1,-10,29,-6,-8,-1,-2,2,8,2.0
O=C(NCCCN1CCN(c2ccccc2F)CC1)C1CCC(=O)N1C1CCCCC1 (stereo not given),-8,-2,20,10,-6,-1,3,18,1.2
CCOc1cc(C(=O)N2CCC(CC3CC(c4cccc(Br)c4)=NO3)(C(=O)NCC3CCCCC3)CC2)cc(OCC)c1OCC (stereo not given),11,2,0,-11,7,-4,-7,7,1.4
COc1ccc(-c2nc3ccccc3c(=O)n2CCc2ccc(O)cc2)cc1,1,-1,35,26,8,1,0,-11,3.5
Cc1ccc(C(=O)N(CCN(C)C)CC2CCCN(Cc3ccccc3F)C2)cc1C (stereo not given),10,20,-9,-15,-3,-5,-3,4,-0.7
CC(=O)O[C@@H]1[C@H](OC(=O)CC(C)C)c2c(ccc3ccc(=O)oc23)OC1(C)C,3,-28,43,25,16,1,6,3,-0.1
Cc1cccc(C)c1OCC(=O)Nc1ccc2c(c1)C(=O)NC2=O,6,16,21,29,14,-3,-3,-20,-1.6
O=C(C[n+]1cc(-c2ccccc2)n2c1CCC2)c1cccs1,-4,14,-10,-6,3,1,-2,-8,1.2
Cc1c(Cl)cnc(NC(=O)COC(=O)c2cccc(S(=O)(=O)N3CCc4ccccc4C3)c2)c1Cl,-8,-15,22,11,9,-1,2,-4,0.7
CCN1CCN(CC(O)COCc2cc(OC)c(OC)c(OC)c2)CC1 (stereo not given),5,16,2,4,-1,-1,-3,-4,-2.5

Taken from above:
Cc1cccc(C)c1OCC(=O)Nc1ccc2c(c1)C(=O)NC2=O in APJ antagonist: -20
COc1ccc(-c2nc3ccccc3c(=O)n2CCc2ccc(O)cc2)cc1 in tim23-1 inh: 35
Cc1c(Cl)cnc(NC(=O)COC(=O)c2cccc(S(=O)(=O)N3CCc4ccccc4C3)c2)c1Cl in UPR XBP1 act: -1
